Screens deposited in PubChem by The Scripps Research Institute Molecular Screening Center.
MITF primary – blocks human microphthalmia-associated transcription factor. O75030. AlphaScreen MITF homodimerization, bead proximity signal. inhibition, % at 2.6 µM. actives 0.91% (n = 650,000). AID 1259374; in the data active = inhibition above about 50%;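 note: 0% = vehicle wells with protein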
Target sequence (O75030 whole entry, looked up): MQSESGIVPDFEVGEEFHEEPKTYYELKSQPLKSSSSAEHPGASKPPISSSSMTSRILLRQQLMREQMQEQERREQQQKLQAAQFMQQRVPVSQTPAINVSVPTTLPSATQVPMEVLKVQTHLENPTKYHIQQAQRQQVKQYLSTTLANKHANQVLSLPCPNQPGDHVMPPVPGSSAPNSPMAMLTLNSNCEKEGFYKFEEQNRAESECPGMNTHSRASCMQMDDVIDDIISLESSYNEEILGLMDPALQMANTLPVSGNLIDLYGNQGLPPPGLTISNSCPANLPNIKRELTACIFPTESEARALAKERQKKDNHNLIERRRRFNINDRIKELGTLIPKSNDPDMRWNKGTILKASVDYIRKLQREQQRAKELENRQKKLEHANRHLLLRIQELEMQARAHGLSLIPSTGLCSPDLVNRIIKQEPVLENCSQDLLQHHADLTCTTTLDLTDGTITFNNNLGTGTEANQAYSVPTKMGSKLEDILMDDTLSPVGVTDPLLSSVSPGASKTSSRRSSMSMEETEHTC
FBW7 act – human FBW7 E3 ligase activation, primary screen; Q969H0; AlphaScreen FBW7–phospho-cyclin E peptide binding, activator screen; normalized activity (activation), % at 26.1 µM; actives 0.13% (n = 650,000); in the data active = normalized activity above about 1.9%;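 note: purified mutant Fbw7 with reduced substrate affinity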
TEAD-YAP block – TEAD-YAP interaction inhibition. actives 1.4% (n = 640,000). HEK-TIYL cells, TEAD-Gal4/YAP UAS-luciferase luminescence. inhibition, % at 9.12 µM; in the data active = inhibition above about 32%;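 note: 0% = median of test compound wells and 100% = reference inhibitor wells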
GPR151 activ – activators of human GPR151 | actives 1% (n = 650,000) | AID 1508602 | activation, % at 11.2 µM | PathHunter beta-arrestin GPR151 cells, luminescence; in the data active = activation above about 4.9%;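 note: 0% = median of compound wells and 100% = cells with positive control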
Target sequence (Q8TDV0 whole entry, looked up): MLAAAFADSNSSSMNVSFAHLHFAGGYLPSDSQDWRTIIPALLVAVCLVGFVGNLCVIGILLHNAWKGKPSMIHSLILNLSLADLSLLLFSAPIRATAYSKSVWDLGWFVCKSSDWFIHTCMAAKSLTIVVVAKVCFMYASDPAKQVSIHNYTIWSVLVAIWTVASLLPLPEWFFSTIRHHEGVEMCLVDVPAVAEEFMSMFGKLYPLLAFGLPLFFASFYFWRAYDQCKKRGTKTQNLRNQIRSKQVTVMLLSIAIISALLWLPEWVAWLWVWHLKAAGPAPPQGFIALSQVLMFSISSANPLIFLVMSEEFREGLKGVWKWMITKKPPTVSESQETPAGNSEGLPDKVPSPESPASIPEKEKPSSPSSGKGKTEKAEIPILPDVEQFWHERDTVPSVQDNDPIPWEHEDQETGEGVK
* hit, by the source's call; & = joins results of further samples.

SMILES | MITF primary | FBW7 act | TEAD-YAP block | GPR151 activ
O=C1CCCc2c1n(CC(O)CO)c1ccccc21 (stereo unspecified) | 8.2 | 0.0 | 0.8 | 1.8
CSc1ccc(/C=N/Nc2ccc(S(N)(=O)=O)cc2[N+](=O)[O-])cc1 | -4.4 | -0.1 | 5.8 | 0.6
Cc1ccc(CNS(=O)(=O)c2ccc(F)c(C(=O)Nc3ccc(C)c(C)c3)c2)cc1 | 17.1 | 0.8 | 1.9 | 1.0
CC(=O)Nc1ccc(OCCCN2CCN(c3ccc(C)c(Cl)c3)CC2)cc1 | 7.8 | 0.3 | 7.4 | 0.6
CCOCCCNc1ncnc2c1cnn2-c1ccc(C)cc1 | -4.0 | 0.1 | -66.5 | -1.7
O=C(CC1SC(=Nc2ccccc2)N(CCO)C1=O)Nc1ccccc1 (stereo unspecified) | 12.6 | 0.1 | 1.3 | 3.4
CCOC(=O)c1c(NC(=O)c2cccs2)sc(C(=O)N2CCCCC2)c1C | -0.4 | -0.2 | -3.2 | -0.8
O=C(O)CC1CCCC1c1ccccc1 (stereo unspecified) | -3.6 | 0.2 | -0.7 | 0.9
O=C(CCCN1C(=O)c2ccccc2C1=O)Nc1ccc(I)cc1 | 14.3 | 0.4 | 12.1 | 1.3
N#CC1=C(N)OC2=C(C(=O)CCC2)C1c1cc(Cl)ccc1[N+](=O)[O-] (stereo unspecified) | 10.7 | -0.1 | -1.1 | 0.5
CC(=O)Nc1ccc(/C(C)=N/N=C2\NC(=O)C(CC(=O)O)S2)cc1 (stereo unspecified) | 2.0 | 0.0 | 10.1 | 0.2
N#C/C(=C\c1ccco1)c1nc(-c2ccccc2)cs1 | -3.4 | 0.0 | -66.7 | 2.6
COc1ccc(C(=O)N=c2sc3cc(F)ccc3n2C)cc1 | 2.3 | -0.2 | -77.2 | 0.8
COc1cccc(/C=N\NC(=O)c2cnccn2)c1O | 37.8 | -0.8 | -14.2 | 5.3*
O=C(OCCC1Oc2cccnc2NC1=O)c1ccco1 (stereo unspecified) | -1.2 | 0.0 | -5.9 | -1.1
CCCn1c(N2CCN(CC(=O)c3ccc(F)cc3)CC2)nc2ccccc21 | -1.9 | -0.1 | 9.3 | 1.0
COCCN(C(=O)CC1(c2ccccc2F)CC(=O)N(C2CCCC2)C1=O)C(C)C (stereo unspecified) | -6.3 | 0.0 | -66.2 | 0.0
Cc1ccc(C(=O)c2cc(O)c(O)c([N+](=O)[O-])c2)cc1 | -12.9 | 0.1 | -3.3 | -2.0
COc1ccc(CNC(=O)C2CC(=O)N(c3ccc(F)cc3)C2)cc1 (stereo unspecified) | -1.4 | 0.1 | 5.8 | 0.5
COCCCNc1nc2nonc2nc1N1CCN(c2ccccc2)CC1C (stereo unspecified) | 1.6 | 0.0 | 4.2 | 0.6
C=C1C[C@]23CC1(O)CC[C@H]2[C@@]12C=C[C@H](O)C(C)(C(=O)O1)[C@H]2[C@@H]3C(=O)O | 5.7&-11.1 | -0.2&0.0 | 3.8&3.1 | -1.6&0.7
Nc1cccc(-c2nc(Nc3ccc(N4CCOCC4)cc3)c3ncn(C4CCCCC4)c3n2)c1 | 14.7 | 0.1 | -20.4 | -2.8
CCCn1c(=O)c2ccccc2n2c(SCC(=O)NCc3cccs3)nnc12 | -2.1 | -0.2 | -4.6 | -0.3
Cc1nc2nc(CNC(=O)OC(C)(C)C)nn2c(C)c1CCC(=O)O | -6.2 | 0.0 | 4.4 | -1.3
COc1ccc(-c2noc(-c3cccc(OC)c3OC)n2)cc1 | -2.2 | -0.1 | -49.3 | 1.4

Next entries:
SMILES | MITF primary | FBW7 act | TEAD-YAP block | GPR151 activ
Cc1ccc(CN2CCN(CC(=O)NC3CCCC(C)C3C)C2=O)cc1 (stereo unspecified) | -10.1 | 0.2 | -3.6 | 0.1
COc1cccc(S(=O)(=O)N(CC2CC2)C2CCN(Cc3cccc(C#N)c3)CC2)c1 | 0.6 | 0.0 | -4.7 | 1.5
CCc1cccc2c(=O)c(C(=O)O)c[nH]c12 | -2.0 | 0.0 | -3.6 | -1.0
Cc1ccc(C(=O)NC(Cc2ccccc2)C(=O)O)o1 (stereo unspecified) | -0.6 | 0.0 | -1.8 | 0.0
CCOC(=O)c1c(C)n(-c2ccccc2C)c2ccc(O)cc12 | -2.6 | -0.3 | -12.3 | 0.5
Cc1ccc(-c2cc(C(=O)N/N=C/c3ccco3)n[nH]2)o1 | 14.6 | 0.8 | 10.0 | -1.5
O=C(c1cccc(F)c1)n1nnc2ccccc21 | 9.7 | 0.0 | 2.0 | 0.2
NC(=O)c1ccc([N+](=O)[O-])cc1SCc1ccccc1 | 9.6 | -0.2 | 1.2 | 0.0
COc1ccccc1CNc1cc(-c2nn3c(C)nnc3s2)ccc1C | 0.7 | -0.1 | 0.3 | 0.5
Cc1cccc(N2CCN(C(=O)C3CCN(Cc4ccccn4)CC3)CC2)c1C | 32.6 | -0.1 | -2.5 | 0.2
CC(=O)OC(OC(C)=O)C12C=CC(O1)C1C(=O)N(c3cccc(C(F)(F)F)c3)C(=O)C12 (stereo unspecified) | -5.5 | 0.1 | 0.7 | -1.6
Cc1ccc(-c2csc(NC(=O)c3ccc(Br)cc3)c2C(=O)O)cc1 | 1.0 | -0.1 | 8.2 | -0.5
CC(C)=CCCC1(C)Oc2ccccc2C2OCC(C)(C)CC21 (stereo unspecified) | 8.2 | -0.2 | 8.9 | 1.0
CCOC(=O)c1ccc(NCc2cccc(OC)c2OCC)cc1 | 10.5 | 0.3 | -21.7 | 0.6
CCOc1ccccc1C(=O)O/N=C(\N)c1ccc(I)cc1 | 15.0 | 0.1 | -0.3 | -1.2
COc1ccc(C(C)=O)cc1COC(=O)COc1cc(C)cc(C)c1 | -8.4 | -0.2 | 1.3 | 0.7
Oc1ccc2ncccc2c1C(Nc1ccccn1)c1ccco1 (stereo unspecified) | 7.9 | 0.1 | 5.8 | 30.7*
CCOCCCNC(=O)CN1CCC(NC(=O)C(C)(C)C)CC1 | 3.7 | -0.1 | 15.8 | -7.2
COc1ccccc1C(C)N(C)C(=O)Cn1nnnc1CN1CCC(C)CC1 (stereo unspecified) | 15.3 | 0.4 | 5.3 | 1.0
CCc1cccc(NS(=O)(=O)c2ccc3c(c2)n(C)c(=O)n3C)c1 | 3.4 | 0.3 | 24.9 | 1.1
CCC1CCC(c2ccc(C3=N/C(=C/c4cccc(Cl)c4)C(=O)O3)cc2)CC1 (stereo unspecified) | 8.7 | 0.4 | 8.3 | -0.6
COc1ccc(N2C(=O)CN(Cc3sccc3C)C2=S)cc1Cl | 17.5 | 0.2 | -4.2 | -0.4
O=[N+]([O-])c1ccn(Cc2ccccc2Cl)n1 | 49.3 | -0.1 | -6.7 | 0.5
O=C(Nc1nnc(SCc2ccc(F)cc2)s1)C1CC(=O)N(Cc2ccco2)C1 (stereo unspecified) | 8.0 | 0.0 | -0.9 | 3.8
Cc1ccccc1CN1CCN(Cc2cccc(OCCO)c2)CC1CCO (stereo unspecified) | 9.4 | 0.1 | 5.5 | 5.9*

Later entries.
SMILES | MITF primary | FBW7 act | TEAD-YAP block | GPR151 activ
N#Cc1nc(-c2cccc(Cl)c2)oc1N1CCN(C(=O)c2ccc(Cl)cc2)CC1 | -6.5 | -0.1 | -6.7 | 4.6
Cn1c(=O)c2c(nc(CN3CCN(c4cccc(Cl)c4)CC3)n2CC(N)=O)n(C)c1=O | 11.2 | -0.1 | 7.2 | -0.7
CC(=O)Nc1ccc(-n2nnnc2SCC(=O)NCc2ccco2)cc1 | 13.0 | 0.4 | -3.9 | 0.0
CCCN(CCC)S(=O)(=O)c1ccc(C(=O)Nc2sc3c(c2C(N)=O)CCN(C(C)C)C3)cc1 | 6.5 | -0.1 | 9.3 | -1.1
CCOC(=O)c1cnn(-c2ccc3c(c2)OCCO3)c1CN1CCC[C@H]1CO | 5.3 | 0.1 | -11.5 | -0.8
COCCn1c(=NC(=O)COc2ccccc2)sc2cc(OC)ccc21 | -3.3 | 0.1 | 10.0 | 2.2
CCOc1ccc(NC(=O)c2oc3ccccc3c2NC(=O)COC)cc1 | -2.2 | 0.8 | -13.0 | 0.0
COC(=O)c1ccc(CN2CCC3(CCC(=O)N3C)CC2)cc1 | -1.5 | -0.1 | 7.0 | 0.6
O=C(Oc1ccccc1C(=O)Nc1ccccc1)c1ccc([N+](=O)[O-])cc1 | 4.1 | 0.3 | -30.1 | -0.9
CCOC(=O)c1oc2ccccc2c1NC(=O)CSc1nnc(NCCOC)s1 | -3.0 | 0.2 | -33.3 | 0.3
COCCOC(=O)c1c(C)oc2ccc(OCc3ccccc3F)cc12 | -0.1 | 0.2 | -1.6 | -1.9
Cc1cc(Cl)ccc1OCCNC(=S)NC(=O)c1cccnc1 | 14.5 | -0.1 | 0.3 | -0.9
NNC(=O)CNC(=O)c1cccc(Cl)c1 | -2.3 | 0.2 | -8.6 | 0.8
O=C(Nc1cccc(Br)c1)c1c(O)c2cccc3c2n(c1=O)CC3 | 15.0 | 0.0 | 7.6 | 0.1
CCN(CC)CCN1C(=O)CCC1CCNCc1cc2c(cc1Cl)OCO2 (stereo unspecified) | -12.0 | 0.1 | -2.6 | -1.0
CC1=C(C(=O)OC(C)C)C(c2ccccc2C(F)(F)F)CC(=O)N1 (stereo unspecified) | 6.5 | 0.1 | -3.1 | -0.6
CC(C)(C)c1ccc(C2(C)NC(=O)N(CC(=O)NC34CC5CC(CC(C5)C3)C4)C2=O)cc1 (stereo unspecified) | 5.8 | 0.1 | 4.3 | 1.2
CCOc1cc(CN2CCc3nnc(-c4ccccc4)n3CC2)ccc1O | -0.2 | 0.2 | 13.6 | -1.5
CCC(=O)NNC(=O)CSc1nc(C2CC2)nc2sc(C)c(C)c12 | -3.5 | -0.2 | 1.3 | -0.6
CCn1c2ccccc2c2nnc(SCC(=O)NC(Cc3ccccc3)C(=O)OC)nc21 (stereo unspecified) | 13.6 | 0.0 | 7.7 | 0.9
N#Cc1ccc(N2CCOCC2)cc1C#N | -5.1 | -0.2 | -10.4 | 0.5
NC(=O)C1CCN(CCCNC(=S)Nc2ccccc2)CC1 | 13.7 | 0.0 | -13.1 | 0.2
N#Cc1ccc(OC(=O)c2cccc(OC(F)F)c2)cc1 | -10.2 | -0.1 | 5.3 | -1.7
CSCCC(NC(N)=O)C(=O)NCc1ccc(F)cc1 (stereo unspecified) | 18.2 | 0.2 | -5.1 | 1.0
CNC(=O)CC(C(=O)O)c1ccc(OCC(C)C)cc1 (stereo unspecified) | 0.9 | 0.2 | 4.8 | 1.5

Next section.
SMILES | MITF primary | FBW7 act | TEAD-YAP block | GPR151 activ
O=C1C2C3C=CC(C2C(=O)N1Nc1ccccc1)C1C(=O)N(Nc2ccccc2)C(=O)C31 (stereo unspecified) | -4.6 | -0.1 | 4.1 | 1.3
COCc1cc(C)nc(SCC(=O)NC2CCCCC2C)c1C#N (stereo unspecified) | 0.8 | 0.7 | 2.1 | 0.1
Cc1cc(C)n(/N=C/c2cccnc2)c(=O)c1C#N | 9.3 | 0.0 | 3.5 | 3.1
CC1(C)C2=C([N+](=O)[O-])CN(c3ccccc3)CN2C(C)(C)N1[O] | 16.3 | 0.1 | -0.9 | 1.0
COc1ccc(-c2cnnc(N/N=C/c3ccc(OCC(=O)O)cc3)n2)cc1 | 26.2 | 0.5 | -1.3 | 0.2
COc1cc(OC)c(OC)cc1CN1CCN(Cc2cc(OC)c(OC)cc2OC)CC1 | 70.6* | -0.1 | -0.2 | -0.2
COc1ccc(C2C(C(=O)Nc3ccc4c(c3)OCCO4)c3ccccc3C(=O)N2C)cc1 (stereo unspecified) | 14.5 | 0.0 | 6.8 | 0.8
Oc1ccc2cc(-c3nc(-c4ccc(Cl)cc4)cs3)c(=Nc3ccccc3)oc2c1 | 19.3 | 0.9 | -13.2 | -1.5
CCOC(=O)C1=C(O)/C(=C/c2ccc(N(CC)CC)cc2)SC1=Nc1ccc(C)cc1 | 5.2 | 0.0 | 1.4 | -1.3
COC(=O)C1(OC)C(C(C)=O)=C(O)C(=O)N1c1ccc(C)cc1 (stereo unspecified) | 37.9 | -0.2 | -6.5 | 0.4
CCOC(=O)c1cnc(SCc2nc(-c3ccc(OC)cc3)oc2C)nc1N | -4.1 | 0.1 | 0.5 | 0.6
CC(C)CN(CCC#N)C(=S)NCCN1CCOCC1 | 8.7 | 0.1 | -0.9 | 0.7
Cc1noc(C)c1CC1(C)C(=O)Nc2ccc(-c3ccccc3)cc21 (stereo unspecified) | 12.6 | -0.1 | 5.5 | 0.9
Cc1ccc(C2(C(F)(F)F)N=C3C=CC=CN3C(=O)N2)cc1 (stereo unspecified) | -1.6 | 0.0 | 3.1 | 0.8
CCN1C(=O)/C(=C\c2ccc(Br)cc2)C(C(=O)OC)=C1C | 23.0 | 0.7 | -0.4 | -0.2
